Screens from PubChem BioAssay.
Menin MLL FP TR = displaces Texas Red mutant MLL peptide from human menin; O00255; Menin + Texas Red MLL mutant peptide, fluorescence polarization; Potency, µM (top dose mostly 61.6 µM), inactives show top-dose FP activity change, negative = inhibition, usual class: inhibitors; hit rate 0.23% among 270,000; active = well fitted inhibition curve with a large enough effect in the polarisation, with a control signal flat, not every such curve was filed as active; inconclusive = small, poorly fitted or top-dose-only effect, or effect the other way, or a change in a side signal; inactive = no such curve, though single readings can be large or run the other way; the % refers to the polarisation; note: potency is the fitted concentration of half-maximal effect; % of control where 0% means no effect; many of its hits are not listed in these tables
Target sequence (O00255 whole entry, looked up): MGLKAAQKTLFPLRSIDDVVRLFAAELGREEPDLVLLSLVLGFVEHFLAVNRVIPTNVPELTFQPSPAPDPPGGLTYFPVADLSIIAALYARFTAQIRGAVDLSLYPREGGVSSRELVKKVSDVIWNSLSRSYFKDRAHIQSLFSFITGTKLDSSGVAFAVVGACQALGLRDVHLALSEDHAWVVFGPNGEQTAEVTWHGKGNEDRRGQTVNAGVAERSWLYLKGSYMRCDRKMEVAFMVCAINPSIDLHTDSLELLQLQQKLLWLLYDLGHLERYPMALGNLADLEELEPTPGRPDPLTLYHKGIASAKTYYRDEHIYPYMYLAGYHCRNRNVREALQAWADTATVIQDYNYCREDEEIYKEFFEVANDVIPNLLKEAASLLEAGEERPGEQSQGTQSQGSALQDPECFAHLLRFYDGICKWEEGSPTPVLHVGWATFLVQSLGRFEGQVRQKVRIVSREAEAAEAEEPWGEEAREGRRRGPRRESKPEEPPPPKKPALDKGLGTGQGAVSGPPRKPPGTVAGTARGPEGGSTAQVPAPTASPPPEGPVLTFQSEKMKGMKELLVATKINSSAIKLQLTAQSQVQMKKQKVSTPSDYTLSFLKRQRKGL
S-ASM inh = human S-ASM enzyme inhibition; placental ASM, HMU-PC fluorogenic substrate, 60 min; hit rate 0.006% among 340,000; AID 504937; P17405; Potency, µM (top dose mostly 57.5 µM), without a hit: top-dose activity change, negative = inhibition, most hits filed as inhibitors; note: potency is the fitted concentration of half-maximal effect
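qHTS format. ASM enzyme prepared from human placenta hydrolyses the fluorogenic substrate HMU-PC0 (9 uM final) over 60 min at 37 °C after a 10 min compound preincubation.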
hERG WT inh = KCNH2 (human, wildtype) channel inhibition; Q12809; U2OS, BacMam KCNH2, thallium flux FluxOr; stronger effect = lower value; activity change, % at 1.84 µM; hit rate 0.37% among 340,000;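 active = maximum activity change below -70%; inconclusive = maximum activity change between -70% and -50%; inactive = maximum activity change above -50%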; note: % is set by controls: 0 for no effect and ±100 for the full control effect
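U2OS cells were transduced with wild-type KCNH2 virus (2.03 x 10^8 / mL) for 4 h at room temperature, then cultured overnight at 37 C. Thallium flux was read with FluxOr dye. Rate constants were normalized to DMSO controls.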
BCR signal inh = inhibitors of chronic active B-cell receptor signaling; ABC-DLBCL IkBa-CBG/CBR reporter, luminescence ratio, 4 h; Potency, µM (top dose mostly 46.1 µM), without a hit: top-dose ratio change, negative = lower green/red ratio, hits mostly inhibitors; hit rate 0.05% among 340,000; AID 493014; active = well fitted inhibition curve with a large enough effect in the signal ratio, with a control signal flat, not every such curve was filed as active; inconclusive = small, poorly fitted or top-dose-only effect, or effect the other way, or a change in a side signal; the % refers to the signal ratio;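 note: potency is the fitted concentration of half-maximal effect; plate controls were basal doxycycline-induced cells for no effect and cells given 10 µM MG132 for full effect; MG132 reads +100%, hits lower the ratio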
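TMD8 ABC-DLBCL cells carrying doxycycline-inducible green luciferase fused to IkappaBalpha plus unfused red luciferase were exposed to compounds (up to 46 uM) for 4 hrs at 37C. Activity came from the overlap-corrected green/red luminescence ratio.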
PKM2 act = activators of human pyruvate kinase M2; purified PKM2, Kinase-Glo ATP luminescence, activation; response scale: 0% is enzyme alone, no compound; Potency, µM (highest dose often 57.5 µM), for the others: at the top dose activation, most hits filed as activators; hit rate 0.34% among 260,000; note: potency is the fitted concentration of half-maximal effect; % is set by controls: 0 for no effect and ±100 for the full control effect; nearly all actives have a fitted effect of over 55% in size
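Kinase-Glo luminescence reports ATP generated from ADP (0.1 mM) and PEP (0.5 mM) by purified hPK-M2 after 1 h at room temperature, pH 7.2 imidazole buffer; intermediate enzyme activity allows detecting inhibitors and activators.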
Mito fusion yeast = inhibitors of mitochondrial division or activators of mitochondrial fusion; Potency, µM (highest dose often 46.1 µM), for the others: top-dose growth rescue (activation), most hits filed as activators; hit rate 0.23% among 320,000; S. cerevisiae fusion-defective mutant growth rescue, CellTiterGlo 48 h; AID 485298;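 note: potency is the fitted concentration of half-maximal effect; % of control where 0% means no effect; nearly all actives have a fitted effect of over 45% in size; temperature-sensitive fusion mutants such as fzo1-1 at 37 °C on non-fermentable ethanol glycerol medium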
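S. cerevisiae fusion-defective temperature-sensitive mutants (e.g. fzo1-1, mgm1-5) grown 48 h at 37C in YPEG (ethanol/glycerol non-fermentable) medium with 23 nl compound per well; growth rescue read as CellTiterGlo luminescence.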
GALK inh = inhibitors of human galactokinase. P51570. Purified GALK, Kinase-Glo residual ATP luminescence. Potency, µM (doses to about 57.5 µM), inactives show top-dose activity change, negative = inhibition, actives largely listed as inhibitors. hit rate 0.007% among 270,000; note: potency is the fitted concentration of half-maximal effect; % is set by controls: 0 for no effect and ±100 for the full control effect
Target sequence (P51570 whole entry, looked up): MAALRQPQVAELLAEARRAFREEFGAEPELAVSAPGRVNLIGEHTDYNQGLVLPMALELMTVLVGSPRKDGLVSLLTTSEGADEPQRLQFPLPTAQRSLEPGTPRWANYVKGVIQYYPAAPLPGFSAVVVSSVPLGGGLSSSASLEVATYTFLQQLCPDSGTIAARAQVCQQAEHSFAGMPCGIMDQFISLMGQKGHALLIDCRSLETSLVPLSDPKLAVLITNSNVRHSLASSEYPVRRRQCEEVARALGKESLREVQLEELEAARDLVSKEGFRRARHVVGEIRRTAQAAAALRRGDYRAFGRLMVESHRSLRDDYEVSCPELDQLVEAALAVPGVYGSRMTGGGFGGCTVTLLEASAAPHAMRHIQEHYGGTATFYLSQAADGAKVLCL
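Compounds were pin-transferred into ATP buffer (35 uM final), then GALK plus galactose (5 nM, 100 uM final) was added. After 1 h at room temperature, Kinase-Glo Plus was added and luminescence read after 10 min.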
MBNL1 CUG block = blocks human MBNL1 binding to CUG repeat RNA. hit rate 0.036% among 280,000. Potency, µM (doses to about 57.5 µM), without a hit: top-dose activity change, negative = inhibition, most hits filed as inhibitors. TR-FRET MBNL1-His/biotin-(CUG)12 binding, 665/545 ratio. Q9NR56; active = well fitted inhibition curve with a large enough effect in the signal ratio, with a control signal flat, not every such curve was filed as active; inconclusive = small, poorly fitted or top-dose-only effect, or effect the other way, or a change in a side signal; inactive = no such curve, though single readings can be large or run the other way; the % refers to the signal ratio; note: potency is the fitted concentration of half-maximal effect; % is set by controls: 0 for no effect and ±100 for the full control effect
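TR-FRET readout: Ex 340 nm, 665/545 nm emission ratio, normalized to buffer-only (basal) and MBNL1-(CUG)12 controls. Complex of MBNL1-His with Biotin-(CUG)12, compounds 92 nM–58 uM, incubated 60 min at room temperature.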
TSHR antagonist = blocks TSH signaling through the human TSH receptor | activity change, negative = inhibition, % at 11.5 µM | hit rate 0.2% among 330,000 | P16473 | AID 504810 | TSHR-expressing cells, TSH-stimulated cAMP HTRF, 2 h; stronger effect = lower value;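 active = activity change below a set negative limit, meaning inhibition stronger than a set level, cut at about -70% in these data; inconclusive = activity change between two set negative limits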; note: % is set by controls: 0 for no effect and ±100 for the full control effect
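TSHR-expressing cells were treated with compounds, then stimulated with TSH at EC80 (4nM final) for 2 hours at 37 deg C. Cellular cAMP was measured by HTRF competition between lysate cAMP and cAMP-d2 for a cryptate-labelled anti-cAMP antibody.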
USP2a inh = USP2a (human) protease inhibition; AID 463254; Potency, µM (highest dose often 38.3 µM), without a hit: at the top dose activity change, negative = inhibition, hits mostly inhibitors; USP2 core, Ub-CHOP2 coupled fluorogenic reporter, 485/531; hit rate 0.01% among 330,000;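 note: potency is the fitted concentration of half-maximal effect; plate controls were DMSO wells for no effect and full inhibition by NEM control for full effect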
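USP2 core (10nM final) preincubated 30min RT with compound in 20mM Tris-HCl pH 8.0, 2mM CaCl2, 2mM beta-mercaptoethanol, 0.05% CHAPS; 25nM Ub-CHOP2 plus 25nM reporter substrate added, fluorescence (Ex485/Em531) read after 60min.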
Eya2 phos inh = inhibitors of human Eya2 phosphatase activity; O00167; recombinant Eya2, OMFP fluorescence dephosphorylation (OMFP is methylfluorescein phosphate); Potency, µM (top dose mostly 76.9 µM), for the others: at the top dose activity, negative = inhibition, usual class: inhibitors; hit rate 0.006% among 330,000; note: potency is the fitted concentration of half-maximal effect; % is set by controls: 0 for no effect and ±100 for the full control effect
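Eya2 protein (added as 0.2 uM solution) was preincubated with compound for 10 min at ambient temperature in 50 mM HEPES pH 7.5, 50 mM NaCl, 5 uM MgCl2, 0.05% BSA, 1 mM DTT. OMFP (added at 50 uM) then reacted 10 min; fluorescence read at 485/525 nm.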
* marks the source's active call; other numbers are inactive results; u = inconclusive; x = not tested or not shown; [ ] = another dose, or the depositor's remark. Unless noted, calls come from the whole dose curve; as a rule, active = well fitted curve in the direction sought with a large enough effect; inconclusive = small, poorly fitted or top-dose-only effect, or another doubt; inactive = no such curve, though single readings can be large; an effect the other way counts as inactive or inconclusive.

1: CS(=O)(=O)NN1C(=O)c2ccccc2NC1c1ccccc1O (stereo unspecified)
2: COc1ccc(-c2csc(N(CCCN(C)C)C(=O)c3ccccc3C)n2)cc1
3: CC(Oc1ccccc1)C(=O)Nc1nnc(S(=O)(=O)N(C)c2ccccc2)s1 (stereo unspecified)
4: COc1cc(-c2cc(C(=O)O)c3cc4c(cc3n2)OCCO4)cc(OC)c1OC
5: Clc1ccc2c(c1)[C@H]1OCC[C@H]1[C@@H](c1ccco1)N2
6: Cc1cc(NC(=O)C2CCCN(S(=O)(=O)c3c(C)noc3C)C2)n[nH]1 (stereo unspecified)
7: CCn1cc(SCC(=O)N2CCOCC2)c2ccccc21
8: O=C(Nc1cccc(C(F)(F)F)c1)C1C2CC3OC(=O)C1C3C2 (stereo unspecified)

screen / no.	1	2	3	4	5	6	7	8
MBNL1 CUG block	5%	-19%	-2%	u	45%[activator]	-6%	-2%	-6%
S-ASM inh	4%	-4%	-3%	20%	78%[activator]	-3%	-2%	0%
TSHR antagonist	-7	u	-27	5	22	-2	3	14
Menin MLL FP TR	-4%	u	x	x	-9%	1%	-1%	-26%
BCR signal inh	7%	1%	8%	u	u	11%	0%	1%
USP2a inh	5%	-25%	1%	-1%	-1%	-1%	-1%	3%
hERG WT inh	-2	27	-14	0	-6	-5	1	11
Mito fusion yeast	u	2%	13µM*	2%	7%	-3%	0%	-2%
GALK inh	0%	-6%	-3%	-4%	-3%	2%	1%	0%
PKM2 act	1%	1%	x	1%	-25%	3%	-4%	-1%
Eya2 phos inh	-3%	50µM*	-7%	-5%	-4%	8%	-24%	20%

9: CN(CC(=O)Nc1ccccc1Br)C(=O)CNC(=O)c1ccc2c(c1)OCO2
10: Cc1ccc(NC(=O)c2cccc(S(=O)(=O)N(C)c3ccccc3)c2)cc1S(=O)(=O)N1CCOCC1
11: NS(=O)(=O)c1ccc(Sc2ccc3ccccc3c2)nc1
12: Cc1ccc(C(=O)Nc2ccccc2C(=O)N2CCCCC2C)cc1 (stereo unspecified)
13: O=C(NC[C@@H]1CCCO1)c1cccc2c1C(=O)c1ccc(N3CCOCC3)cc1S2(=O)=O
14: CCCCN(CCCC)Cc1ccc(C(=O)NNC(=O)Nc2ccc(F)cc2)o1
15: CCC(=O)NNC(=O)Cc1c(C)n(C(=O)c2ccc(Cl)cc2)c2ccc(OC)cc12
16: COc1ccccc1NC(=O)c1cc(Br)ccc1Cl

screen / no.	9	10	11	12	13	14	15	16
MBNL1 CUG block	x	17%	5%	-9%	x	-6%	-2%	-4%
S-ASM inh	0%	-2%	-4%	2%	-10%	3%	-4%	-7%
TSHR antagonist	2	-20	6	-7	-13	-5	-1	-4
Menin MLL FP TR	x	16%	18%	x	x	-12%	5%	-2%
BCR signal inh	-1%	u	u	-17%	1%	14%	u	u
USP2a inh	3%	2%	-5%	0%	8%	0%	-2%	-4%
hERG WT inh	-7	1	8	-14	-8	9	0	9
Mito fusion yeast	-2%	-3%	9%	3%	x	0%	-4%	7%
GALK inh	x	-4%	-1%	-9%	x	-2%	-1%	-1%
PKM2 act	x	-2%	-1%	2%	x	0%	-3%	-3%
Eya2 phos inh	32%	1%	-11%	2%	-3%	3%	1%	-4%

Complete entries, looked up by structure. Values in the order: MBNL1 CUG block	S-ASM inh	TSHR antagonist	Menin MLL FP TR	BCR signal inh	USP2a inh	hERG WT inh	Mito fusion yeast	GALK inh	PKM2 act	Eya2 phos inh
Cc1ccc(NC(=O)c2cccc(S(=O)(=O)N(C)c3ccccc3)c2)cc1S(=O)(=O)N1CCOCC1 is listed as 17%	-2%	-20	16%	u	2%	1	-3%	-4%	-2%	1%
CCC(=O)NNC(=O)Cc1c(C)n(C(=O)c2ccc(Cl)cc2)c2ccc(OC)cc12 is listed as -2%	-4%	-1	5%	u	-2%	0	-4%	-1%	-3%	1%
NS(=O)(=O)c1ccc(Sc2ccc3ccccc3c2)nc1 is listed as 5%	-4%	6	18%	u	-5%	8	9%	-1%	-1%	-11%
COc1ccccc1NC(=O)c1cc(Br)ccc1Cl is listed as -4%	-7%	-4	-2%	u	-4%	9	7%	-1%	-3%	-4%

Later entries
17: COc1ccccc1C(=O)NCc1ccco1
18: Cc1ccc(Nc2nc(N)nc(CN3CCN(C)CC3)n2)cc1C
19: Oc1ccc2c(c1)oc1cc(O)ccc12
20: Cc1ccc(C(=O)N2CCC(C(=O)c3c(C)cc(C)cc3C)CC2)cc1
21: C/C(=C\C(=O)c1ccc(Br)cc1)NNC(=O)c1ccc(O)cc1
22: O=C(CSc1ncnc2nc[nH]c12)N1CCOCC1
23: CCCCOC(=O)C1=C(C)Nc2ncnn2C1c1ccc(OC)c(OC)c1 (stereo unspecified)
24: FC(F)(F)c1cccc(N2CCN(CC3CC4C=CC3C4)CC2)c1 (stereo unspecified)

screen / no.	17	18	19	20	21	22	23	24
MBNL1 CUG block	9%	-7%	-18%	-18%	-17%	4%	-7%	-7%
S-ASM inh	-1%	x	-2%	0%	-7%	3%	239%[activator]	3%
TSHR antagonist	-13	4	20	1	12	-1	7	20
Menin MLL FP TR	-11%	-1%	17%	u	u	-5%	10%	u
BCR signal inh	-15%	-1%	u	0%	u	1%	2%	11%
USP2a inh	-1%	-8%	0%	-3%	-1%	4%	2%	-1%
hERG WT inh	-3	x	2	-2	5	-11	-10	3
Mito fusion yeast	-2%	-7%	6%	20%	0%	2%	2%	4%
GALK inh	0%	0%	-2%	5%	-7%	16%	-1%	2%
PKM2 act	0%	-11%	-2%	x	3%[11.5 µM]	0%	1%	1%
Eya2 phos inh	-15%	22%	-23%	-10%	-10%	16%	-2%	u

Eya2 phos inh: hit marks shown above.
item	structure	S-ASM inh	TSHR antagonist	Menin MLL FP TR	BCR signal inh	USP2a inh	Mito fusion yeast	GALK inh	PKM2 act	Eya2 phos inh
2	COc1ccc(-c2csc(N(CCCN(C)C)C(=O)c3ccccc3C)n2)cc1	-4%	u	u	1%	-25%	2%	-6%	1%	50µM*

(more compounds)
25: CC(=O)N(Cc1cc2cc(C)c(C)cc2n2nnnc12)CC1COCCO1 (stereo unspecified)
26: COc1ccccc1NC(=O)CSc1nnc(C)o1
27: CCC(C)c1ccc(S(=O)(=O)Nc2cccnc2)cc1 (stereo unspecified)
28: COc1ccc(NC(=O)CN2CCN(c3nc(-c4ccc(F)cc4)cs3)CC2)c(OC)c1
29: COc1ccccc1N(C)S(=O)(=O)c1ccc(C(=O)NNC(=O)c2ccccc2O)cc1
30: COc1ccc(NC(=O)c2ccccc2N2C(=O)C3C4C=CC(C5CC45)C3C2=O)c(OC)c1 (stereo unspecified)

screen / no.	25	26	27	28	29	30
MBNL1 CUG block	-4%	1%	-5%	4%	x	5%
S-ASM inh	3%	4%	3%	-12%	-2%	3%
TSHR antagonist	-1	-5	-13	12	-5	12
Menin MLL FP TR	11%	0%	3%	-16%	x	u
BCR signal inh	-2%	2%	-1%	u	11%	1%
USP2a inh	1%	2%	0%	-1%	3%	1%
hERG WT inh	-10	0	3	6	-15	-10
Mito fusion yeast	-3%	1%	4%	14%	3%	5%
GALK inh	0%	0%	7%	2%	x	6%
PKM2 act	3%	-3%	x	5%	x	1%
Eya2 phos inh	-5%	-1%	-18%	2%	25%	-4%

This is a subset; the hit share may differ from the screen's.
